# Bioassay records deposited in PubChem by Sanford-Burnham Center for Chemical Genomics.
# mIAP block – mouse IAP inhibition. inhibition, % at 10 µM. hit rate 0.2% among 330,000. purified mouse IAP, CDP-Star luminescence, 30 min;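 active = inhibition of at least 40% at 10 µM in the primary screen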;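 also: plate controls were DMSO with enzyme for no effect and no enzyme wells for full effect; values of inactives mirror those of a sister screen read the other way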
# hIAP inh – blocks human intestinal alkaline phosphatase. purified IAP, CDP-Star luminescence, 30 min. hit rate 0.12% among 330,000. inhibition, % at 10 µM;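 active = inhibition reaching a set limit with compound at 10 µM in the primary screen, cut at about 35% in these data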;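 also: plate controls were DMSO wells with enzyme for no effect and no-enzyme buffer wells for full effect; values of inactives mirror those of a sister screen read the other way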
# APOBEC3A inh – human APOBEC3A DNA deaminase inhibition; P31941; recombinant A3A, FAM/TAMRA ssDNA deamination fluorescence; inhibition, % at 20 µM; hit rate 0.41% among 330,000; AID 493011;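 active = at least 40% inhibition at 20 µM here, with at most 30% in a related deaminase screen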;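 also: plate controls were A3A with DMSO for no effect and wells lacking A3A enzyme for full effect; some results filed as inactive read as strong as hits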
# Target sequence (P31941 whole entry, looked up): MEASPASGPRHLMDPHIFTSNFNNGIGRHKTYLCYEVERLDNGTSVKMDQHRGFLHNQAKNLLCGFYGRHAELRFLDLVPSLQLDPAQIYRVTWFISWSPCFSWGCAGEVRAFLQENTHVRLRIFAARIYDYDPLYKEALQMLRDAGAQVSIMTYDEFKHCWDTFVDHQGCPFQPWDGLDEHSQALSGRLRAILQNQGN
# NALP3 yeast inh – inhibitors of NALP3 inflammasome in yeast. Yeast reconstituted NLRP3/ASC/caspase-1, beta-gal luminescence, 24 h. inhibition, % at 10 µM. hit rate 0.39% among 330,000. AID 2825;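 active = inhibition of 50% or more; inactive = inhibition below 50%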;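 also: plate controls were induced DMSO wells for no effect and uninduced yeast grown without galactose for full effect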
# SENP1 FRET inh – SENP1 (human) catalytic domain inhibition | Q9P0U3 | recombinant SENP1 catalytic domain, CyPet-SUMO1-YPet FRET cleavage | inhibition, % at 10 µM | hit rate 0.21% among 360,000 | AID 624204;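 active = inhibition at least 30% at 10 µM, raw YFP signal under a set limit, fluorescence ratio 0.5 to 1.5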;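 also: 0% = enzyme with DMSO and 100% = no enzyme wells; some results filed as inactive read as strong as hits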
# Target sequence (Q9P0U3 419-644 limits assumed): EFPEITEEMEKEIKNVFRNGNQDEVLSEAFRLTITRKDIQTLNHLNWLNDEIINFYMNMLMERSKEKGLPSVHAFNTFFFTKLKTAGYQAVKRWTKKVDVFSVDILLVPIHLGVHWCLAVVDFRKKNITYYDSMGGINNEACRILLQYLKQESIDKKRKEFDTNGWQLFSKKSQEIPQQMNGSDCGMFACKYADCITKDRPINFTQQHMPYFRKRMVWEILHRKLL
#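 Assay system: hSENP1 catalytic domain, recombinant. Amount: SENP1 enzyme, 20 pM final. Schedule: 50 min reaction, RT, dark. Technique: FRET, CFP and YFP emission. Control set: no-enzyme wells low, DMSO-plus-enzyme wells high control.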
# MIN6 prolif – inducers of beta-cell replication in MIN6 cells. proliferation, % at 10 µM. hit rate 0.29% among 330,000. MIN6 cells proliferation, ATPlite luminescence, 48 h; cells starved in 0.2% serum; 100% = growth in 10% serum. AID 2380;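 active = compounds whose signal lies at least 3.5 SD above the mean of all wells on their plate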;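 also: 0% = DMSO-treated cells in low-serum medium and 100% = 10% serum control; some compounds called inactive have numbers as strong as hits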
# A3G deaminase – blocks human APOBEC3G single-stranded DNA deamination | Q9HC16 | recombinant A3G, ssDNA deamination FAM/TAMRA fluorescence | inhibition, % at 20 µM | hit rate 0.28% among 330,000;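 active = inhibition of at least 40% at 20 µM, with no more than 30% in the related APOBEC3A deaminase screen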;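 also: plate controls were DMSO wells with A3G for no effect and wells lacking A3G enzyme for full effect; some compounds called inactive have numbers as strong as hits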
# Target sequence (Q9HC16 whole entry, looked up): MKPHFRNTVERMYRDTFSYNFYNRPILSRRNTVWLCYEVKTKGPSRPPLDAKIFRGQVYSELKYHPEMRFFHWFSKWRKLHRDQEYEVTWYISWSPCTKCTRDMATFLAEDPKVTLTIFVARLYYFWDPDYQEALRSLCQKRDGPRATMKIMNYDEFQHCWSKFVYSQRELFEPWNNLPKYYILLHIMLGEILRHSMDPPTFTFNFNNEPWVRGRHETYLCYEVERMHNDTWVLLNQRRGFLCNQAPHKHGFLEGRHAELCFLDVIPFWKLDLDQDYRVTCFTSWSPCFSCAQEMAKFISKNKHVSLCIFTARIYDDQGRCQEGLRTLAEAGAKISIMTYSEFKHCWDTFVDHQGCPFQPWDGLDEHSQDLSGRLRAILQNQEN
# hIAP activ – human IAP activation; purified human IAP, CDP-Star luminescence, 30 min; stronger effect = higher value; 1 = vehicle-only enzyme, 0 = enzyme-free background; activation factor at 10 µM; hit rate 0.16% among 330,000;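 active = activation factor of the enzyme at least 2-fold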; also: the source names both 10 and 20 µM as test concentration; values of inactives mirror those of a sister screen read the other way
# mIAP act – mouse IAP activation; muIAP, CDP-Star luminescence, 30 min; stronger effect = higher value; 1 = vehicle-only enzyme signal, 0 = enzyme-free wells; activation factor at 10 µM; hit rate 0.24% among 330,000;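 active = activation factor of at least 2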; also: the source names both 10 and 20 µM as test concentration; values of inactives mirror those of a sister screen read the other way
#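 also added = chemiluminescent substrate CDP-Star | test system = mouse IAP enzyme | signal = chemiluminescence readout | compound = DMSO-dissolved test compounds | incubation = 30 min at room temperature | benchmarks = DMSO wells, no-enzyme wells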
# The depositor's hits bear a star.
# Screens by letter – A = mIAP block; B = hIAP inh; C = APOBEC3A inh; D = NALP3 yeast inh; E = SENP1 FRET inh; F = MIN6 prolif; G = A3G deaminase; H = hIAP activ; I = mIAP act
O=C(Nc1ccc(O)cc1C(=O)O)c1cccc(Br)c1
  A: -3	B: 2	C: -7	D: -1	E: -8	F: -1	G: -7	H: 0.98	I: 1
COc1cc(C(=O)NCC(=O)NNC(=O)C2COc3ccccc3O2)cc(OC)c1OC (stereo not given)
  A: -10	B: -53	C: -5	D: 19	E: 0	F: 0	G: -10	H: 1.5	I: 1.1
COCCn1c(SCC(=O)N2CCCC2)nnc1-c1ccoc1C
  A: 5	B: -26	C: 4	D: -4	E: 1	F: -3	G: 1	H: 1.3	I: 0.95
OC(CC#CCN1CCCC1)(c1ccccc1)c1ccccc1
  A: -1	B: -6	C: 1	D: 8	E: 0	F: 0	G: -7	H: 1.1	I: 1
Cc1ccc(Cl)cc1N(C(=O)c1csnn1)C(C(=O)NC1CCCC1)c1ccco1 (stereo not given)
  A: 8	B: 5	C: -4	D: 18	E: -2	F: 1	G: -10	H: 0.95	I: 0.92
CCC(=O)N1CCN(c2ccc(NC(=O)c3ccc(N4CCCC4)c([N+](=O)[O-])c3)cc2)CC1
  A: 9	B: -11	C: 0	D: 2	E: -2	F: 4	G: -8	H: 1.1	I: 0.91
CCOC(=O)N1CCN(S(=O)(=O)c2cccc3nsnc23)CC1
  A: -6	B: 7	C: 0	D: 12	E: 3	F: 0	G: -4	H: 0.93	I: 1.1
Cc1cccc(-c2c3c(nc4c2c(=O)n(C)c(=O)n4C)-c2ccccc2C3O)c1 (stereo not given)
  A: 8	B: 13	C: 1	D: 1	E: 1	F: -4	G: -8	H: 0.87	I: 0.92
Cc1ccc(S(=O)(=O)NC(=O)Nc2cccc(C)n2)cc1
  A: -4	B: -10	C: -3	D: 4	E: 3	F: 0	G: -14	H: 1.1	I: 1
Cc1ccc(NS(=O)(=O)c2ccc(C(=O)NCc3ccncc3)cc2)cc1
  A: -1	B: -11	C: 1	D: 0	E: 1	F: 1	G: -4	H: 1.1	I: 1
Cc1nnc(Sc2cc(C(=O)NCCCOC(C)C)c3ccccc3n2)s1
  A: -4	B: -27	C: -8	D: -8	E: 3	F: -3	G: -8	H: 1.3	I: 1
O=C(NNC(=O)c1nn(-c2ccc(F)cc2)ccc1=O)Nc1cccc(Cl)c1
  A: 16	B: 40*	C: -3	D: 21	E: 6	F: -1	G: -6	H: 0.6	I: 0.84
CCCCCCOC(=O)/C=C/c1c(C)[nH]c(=O)[nH]c1=O
  A: -2	B: -13	C: -1	D: 8	E: -3	F: -2	G: -5	H: 1.1	I: 1
Cc1[nH][nH]c(=O)c1C(c1ccc([N+](=O)[O-])cc1)c1c(C)[nH][nH]c1=O
  A: 5	B: -17	C: -3	D: 6	E: -18	F: -3	G: 4	H: 1.2	I: 0.95
COCCn1c(=NC(=O)C2COc3ccccc3O2)sc2cc(S(N)(=O)=O)ccc21 (stereo not given)
  A: 4	B: -9	C: 0	D: 2	E: -7	F: 2	G: -7	H: 1.1	I: 0.96
Cn1c(C(O)c2ccc3c(c2)OCO3)nc2ccccc21 (stereo not given)
  A: 12	B: -36	C: -3	D: 15	E: 2	F: 1	G: -8	H: 1.4	I: 0.88
COc1cc(C(=O)NCCSc2ccc(Cl)cc2)cc(OC)c1OC
  A: -3	B: -14	C: -3	D: 13	E: 1	F: -2	G: 3	H: 1.1	I: 1
O=C(O)CCCCCCCCCCCc1ccccc1
  A: 19	B: -8	C: -3	D: 9	E: -1	F: 1	G: -11	H: 1.1	I: 0.81
Cc1c(OCC(=O)C(C)(C)C)ccc2c(-c3ccccc3)cc(=O)oc12
  A: 9	B: 0	C: 0	D: 31	E: -1	F: -3	G: 6	H: 1	I: 0.91
Cc1ccc(-c2cc3nc(-c4ccc(Br)cc4)cc(N)n3n2)cc1
  A: -2	B: 1	C: 2	D: -1	E: -24	F: -4	G: -4	H: 0.99	I: 1
COC(=O)c1c(C(=O)OC)c2oc3ccccc3n2c1Cl
  A: 7	B: 10	C: 1	D: 31	E: 1	F: -2	G: -3	H: 0.9	I: 0.93
COC(=O)CCCC[C@@H]1SC[C@@H](NC(=O)OC)[C@@H]1NC(=O)OC
  A: 4	B: -10	C: -4	D: 12	E: 0	F: -2	G: -3	H: 1.1	I: 0.96
COc1ccc(/C=N\NC(=O)c2ccc(=O)[nH]n2)cc1O
  A: -4	B: -21	C: 2	D: -13	E: 2	F: 0	G: -7	H: 1.2	I: 1
COc1ccc(N(C(=O)CNC(=O)c2ccco2)C(C(=O)NCC2CCCO2)c2ccccc2)cc1 (stereo not given)
  A: -1	B: 5	C: -4	D: 4	E: 3	F: -3	G: -14	H: 0.95	I: 1
C=CCC(Nc1ccccc1)c1cccc(OC)c1OC (stereo not given)
  A: 4	B: -2	C: -2	D: 23	E: 3	F: 1	G: -11	H: 1	I: 0.95

# Exported tab-delimited: 11 of the compounds above.
smiles	mIAP block	hIAP inh	APOBEC3A inh	NALP3 yeast inh	SENP1 FRET inh	MIN6 prolif	A3G deaminase	hIAP activ	mIAP act
Cc1ccc(S(=O)(=O)NC(=O)Nc2cccc(C)n2)cc1	-4	-10	-3	4	3	0	-14	1.1	1
Cc1ccc(NS(=O)(=O)c2ccc(C(=O)NCc3ccncc3)cc2)cc1	-1	-11	1	0	1	1	-4	1.1	1
Cc1nnc(Sc2cc(C(=O)NCCCOC(C)C)c3ccccc3n2)s1	-4	-27	-8	-8	3	-3	-8	1.3	1
O=C(NNC(=O)c1nn(-c2ccc(F)cc2)ccc1=O)Nc1cccc(Cl)c1	16	40*	-3	21	6	-1	-6	0.6	0.84
CCCCCCOC(=O)/C=C/c1c(C)[nH]c(=O)[nH]c1=O	-2	-13	-1	8	-3	-2	-5	1.1	1
Cc1[nH][nH]c(=O)c1C(c1ccc([N+](=O)[O-])cc1)c1c(C)[nH][nH]c1=O	5	-17	-3	6	-18	-3	4	1.2	0.95
COCCn1c(=NC(=O)C2COc3ccccc3O2)sc2cc(S(N)(=O)=O)ccc21 (stereo not given)	4	-9	0	2	-7	2	-7	1.1	0.96
Cn1c(C(O)c2ccc3c(c2)OCO3)nc2ccccc21 (stereo not given)	12	-36	-3	15	2	1	-8	1.4	0.88
COc1cc(C(=O)NCCSc2ccc(Cl)cc2)cc(OC)c1OC	-3	-14	-3	13	1	-2	3	1.1	1
O=C(O)CCCCCCCCCCCc1ccccc1	19	-8	-3	9	-1	1	-11	1.1	0.81
Cc1c(OCC(=O)C(C)(C)C)ccc2c(-c3ccccc3)cc(=O)oc12	9	0	0	31	-1	-3	6	1	0.91

# Further results
# Screens by letter – A = mIAP block; B = hIAP inh; C = APOBEC3A inh; D = NALP3 yeast inh; E = SENP1 FRET inh; F = MIN6 prolif; G = A3G deaminase; H = hIAP activ; I = mIAP act
Clc1ccc(-c2nnc(N3CCCC3)nn2)cc1
  A: -2	B: 8	C: 4	D: 7	E: 3	F: 1	G: 1	H: 0.92	I: 1
CCOc1ccccc1C(=O)N/N=C/c1coc2ccc(C)cc2c1=O
  A: 1	B: -40	C: 0	D: 7	E: 0	F: -7	G: -2	H: 1.4	I: 0.99
CN(Cc1ccccc1)C(=O)Nc1ccccc1
  A: -1	B: -7	C: -1	D: 5	E: 4	F: 1	G: -1	H: 1.1	I: 1
C=CCn1c(-c2cccnc2)n[nH]c1=S
  A: 1	B: -5	C: -4	D: 1	E: 0	F: 0	G: -5	H: 1	I: 0.99
CC1CCC2(CC1)NC(=S)N(c1ccccc1)N2 (stereo not given)
  A: 27	B: -10	C: 0	D: 12	E: 3	F: 0	G: 61*	H: 1.1	I: 0.73
CC(=O)Nc1cc(ON=C(C)C)cc([N+](=O)[O-])c1
  A: 9	B: 29	C: -1	D: 1	E: 0	F: 0	G: -1	H: 0.71	I: 0.91
CCOc1ccc(-n2ccc(=O)c(C(=O)Nc3ccc(S(=O)(=O)Nc4ncccn4)cc3)n2)cc1
  A: 8	B: 17	C: -3	D: -9	E: 5	F: -2	G: -4	H: 0.83	I: 0.92
CCOc1ccc(NC2CCN(C(C)=O)CC2)cc1
  A: -3	B: -18	C: 4	D: 3	E: -2	F: -4	G: 5	H: 1.2	I: 1
O=C(CC1(CC(=O)N2CCOCC2)CCCC1)Nc1ccc(F)cc1
  A: -14	B: -7	C: -3	D: 14	E: 1	F: -5	G: -6	H: 1.1	I: 1.1
O=C(c1cc(COc2ccc(F)cc2Cl)on1)N1CCCCC1c1cccnc1 (stereo not given)
  A: -1	B: -7	C: -3	D: 18	E: -1	F: 0	G: -2	H: 1.1	I: 1
Cc1ccccc1OC(C)C(=O)NC1CCCC1 (stereo not given)
  A: -6	B: 5	C: 35	D: 9	E: 1	F: -2	G: -1	H: 0.95	I: 1.1
CC1Cc2ccccc2N1C(=O)CCS(=O)(=O)c1cccc2nonc12 (stereo not given)
  A: 10	B: -6	C: 4	D: 6	E: 3	F: 2	G: 3	H: 1.1	I: 0.9
CC(=O)c1ccc(OCC(=O)OC(C)C(=O)NC2CCCCC2C)cc1 (stereo not given)
  A: 4	B: 0	C: -7	D: -20	E: 2	F: -2	G: -10	H: 1	I: 0.96
CCCCCCCC(=O)Nc1cc(C(=O)NCc2ccc(C)cc2)ccc1N1CCC2(CC1)CC(c1ccccc1)=NO2
  A: -41	B: 2	C: -3	D: -7	E: 1	F: -7	G: -11	H: 0.98	I: 1.4
Cc1ccc(S(=O)(=O)N2CCCC(C(=O)Nc3ccc(NC(=O)c4ccccn4)cc3)C2)cc1 (stereo not given)
  A: -7	B: 0	C: 3	D: 2	E: 3	F: 0	G: -4	H: 1	I: 1.1
COc1ccccc1CN(Cc1nc2ccccc2c(=O)[nH]1)C(=O)Nc1ccccc1
  A: -2	B: -4	C: -1	D: 3	E: 0	F: 0	G: -3	H: 1	I: 1
COc1ccc(CCN=C(N)NS(=O)(=O)c2ccccc2)cc1
  A: -10	B: 12	C: -5	D: -6	E: 0	F: 0	G: -7	H: 0.88	I: 1.1
CCCCN1C(=O)C(O)=C(C(C)=O)C1c1ccccc1[N+](=O)[O-] (stereo not given)
  A: 6	B: 2	C: -2	D: 3	E: 2	F: 1	G: -6	H: 0.98	I: 0.94
COc1ccc(NC(=O)Nc2cc(C(C)(C)C)on2)cc1OC
  A: -22	B: -3	C: -5	D: 4	E: 0	F: -3	G: 0	H: 1	I: 1.2
Cc1ccc(-c2csc(NC(=O)c3c(C)noc3C)n2)cc1C
  A: 8	B: -6	C: 7	D: 22	E: -6	F: -8	G: -4	H: 1.1	I: 0.92

# Some of the compounds tested (hit frequency here may not be typical).
